AID2073: inhibitors of Mint1-CaV2.2 protein interaction, biochemical, HTRF (AID 2073) | HTRF protein-protein interaction, Mint1-CaV2.2; higher % means a stronger effect | inhibition, % at 20 µM; hits with a dose series show IC50 in µM | actives 0.19% (n = 290,000); in the data active = inhibition mostly above about 51%, no sharp cut-off; inconclusive = no clear call, values can overlap the other calls; inactive = mostly below about 53%; note: some results filed as inactive read as strong as hits
GPR35 arrestin U2OS: GPR35 antagonists blocking zaprinast-driven arrestin recruitment, primary screen, imaging, U2OS, beta-arrestin-GFP, zaprinast agonist (AID 2058); one-dose inhibition, % at 10 µM; IC50 in µM for titrated hits; actives 0.052% (n = 290,000); U2OS GPR35 beta-arrestin-GFP translocation imaging, zaprinast antagonism; higher % means a stronger effect;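 active = inhibition of at least 50% with at least 30 cells and total cytoplasm GFP at most 10,000,000; inconclusive = under 30 cells or total GFP of 10,000,000 plus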
SV40 large T antigen: SV40 large T antigen inhibitors, biochemical (AID 1903). inhibition, % at 20 µM; hits with a dose series show IC50 in µM. actives 0.39% (n = 310,000). SV40 large T antigen ATPase/helicase inhibition assay; higher % means a stronger effect; in the data active = a potency from the dose series; inconclusive = inhibition mostly from about 32% at the one dose, without a potency; inactive = the rest, 99 in 100 with inhibition below about 32%; note: strong numbers were not always called active
Rac1 GTP hydrolysis: MgcRacGAP GTPase-activating activity inhibitors, confirmation, biochemical, ADP Hunter fluorescence | MgcRacGAP-stimulated Rac1 GTP hydrolysis, ADP Hunter fluorescence; higher % means a stronger effect; GST-tagged Rac1 F28L mutant substrate | inhibition, % at 30 µM; hits with a dose series show IC50 in µM | actives 0.6% (n = 340,000) | AID 624330;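 active = first-screen hits whose inhibition reached a set limit at any dose in the follow-up dose series; inconclusive = inhibition above the set first-screen limit but never retested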;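 note: fluorescence reports GDP produced by GAP-driven GTP hydrolysis; strong numbers were not always called active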
NTR1 agonist: agonists of NTR1, primary screen, imaging, U2OS cells, beta-arrestin-GFP, high content (AID 493036); P30989; NTR1-U2OS beta-arrestin-GFP spot imaging, agonist mode; activation, % at 20 µM; actives 0.17% (n = 330,000);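 active = activation at or above 40% of the spot to cytoplasm intensity ratio, with at least 20 cells analyzed; inconclusive = wells under 20 cells, flagged as cytotoxic or low count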;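 note: 0% = DMSO without peptide and 100% = 100 nM NTR1 peptide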
Target sequence (P30989 whole entry, looked up): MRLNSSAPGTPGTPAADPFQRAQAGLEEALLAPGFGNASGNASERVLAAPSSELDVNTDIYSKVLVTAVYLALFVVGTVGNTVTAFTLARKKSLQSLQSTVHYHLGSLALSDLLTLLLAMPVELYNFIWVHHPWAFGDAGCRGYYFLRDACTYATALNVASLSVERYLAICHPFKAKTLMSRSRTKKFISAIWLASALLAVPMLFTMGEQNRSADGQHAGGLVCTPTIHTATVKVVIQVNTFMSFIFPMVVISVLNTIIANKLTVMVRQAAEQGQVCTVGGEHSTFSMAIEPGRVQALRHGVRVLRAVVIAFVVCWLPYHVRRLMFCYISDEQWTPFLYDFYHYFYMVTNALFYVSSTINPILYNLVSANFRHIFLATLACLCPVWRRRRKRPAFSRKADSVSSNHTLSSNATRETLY
Dengue-2 NS5 capping: flavivirus cap methylation enzyme inhibition – biochemical, confirmation dose response, primary screen (AID 588689). one-dose inhibition, % at 25 µM; IC50 in µM for titrated hits. actives 0.3% (n = 340,000). Dengue-2 NS5 methyltransferase capping enzyme assay, biochemical; higher % means a stronger effect; in the data active = a potency from the dose series; inconclusive = inhibition above about 29% without an active follow-up result
Yfh1-depleted yeast: enhancers of respiration in Yfh1-depleted yeast, dose response, Friedreich's ataxia, plus single-dose screen (AID 1465); S. cerevisiae Yfh1-off respiration, WST-1 reduction, 72 h; higher fold induction means a stronger effect; fold induction at 50 µM; hits with a dose series show EC50 in µM; actives 0.074% (n = 220,000);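 active = fold induction of absorbance versus untreated yeast above a set limit, then at least 30% activation at any dose in follow-up; inconclusive = repeats straddling the limit, or above it without dose testing; inactive = fold induction below the set limit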;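 note: activators that raise dye reduction in frataxin-depleted yeast; strong numbers were not always called active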
GPR55 beta-arrestin: GPR55 agonists via beta-arrestin recruitment, primary screen, imaging, U2OS cells, beta-arrestin-GFP redistribution (AID 1961); actives 0.048% (n = 290,000); activation, % at 10 µM; hits with a dose series show EC50 in µM; U2OS GPR55 beta-arrestin-GFP redistribution imaging; higher % means a stronger effect;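 active = activation above 40% with more than 50 cells counted in the well; inconclusive = wells holding fewer than 50 cells, flagged as toxic or sparse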;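 note: U2OS osteosarcoma cells stably expressing GPR55 and beta-arrestin-GFP; plate controls were DMSO negative control for no effect and LPI positive control for full effect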
GPR55 LPI antagonism: GPR55 antagonists blocking LPI-driven arrestin recruitment, primary screen, imaging, U2OS, beta-arrestin-GFP, LPI agonist (AID 2013). U2OS GPR55 beta-arrestin-GFP translocation imaging, LPI antagonism; higher % means a stronger effect. inhibition, % at 10 µM; hits with a dose series show IC50 in µM. actives 0.13% (n = 290,000);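 active = spots per cell inhibited over 60%, with over 100 cells counted and total cytoplasm intensity under 500,000; inconclusive = wells with under 100 cells, flagged as likely toxic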;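 note: U2OS cells stably carrying GPR55 and arrestin-GFP stimulated by 5 µM LPI near EC80; imaged beta-arrestin-GFP aggregate spots per cell after agonist stimulation; plate controls were LPI-stimulated DMSO wells for no effect and DMSO wells without LPI for full effect; some results filed as inactive read as strong as hits; confirmed hits need IC50 under 10 µM and bright autofluorescent wells are also inconclusive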
NTR1 agonist cell count 20 µM: also measured in NTR1 agonist; calls as there; cell count; measured here: cell count, cytotoxicity flag
Dengue-2 NS5 capping pilot replicate: also measured in Dengue-2 NS5 capping; calls as there; inhibition, %; measured here: pilot screen replicate inhibition
Starred values were filed as active, the others as inactive; i = inactive; ? = inconclusive; · = not tested or not shown.

SMILES	AID2073	GPR35 arrestin U2OS	SV40 large T antigen	Rac1 GTP hydrolysis	NTR1 agonist	NTR1 agonist cell count 20 µM	Dengue-2 NS5 capping	Yfh1-depleted yeast	GPR55 beta-arrestin	GPR55 LPI antagonism	others
CCCS(=O)(=O)NCc1ccc2c(c1)cc(C)n2C	13%	-4%	7%	2%	-0.2	39	15%	i	-0.1%	-8%
CCOC(=O)c1sc(NC(=O)c2ccc3ncsc3c2)nc1C	1%	-7%	-1%	13%	0.1	70	-2%	i	0.3%	12%
CCCn1c(N)c(C(=O)CSc2nc3ccccc3n2CCC#N)c(=O)n(C)c1=O	-21%	13%	6%	12%	-0.1	59	-4%	?	0.0%	14%
CCn1c(C)[n+](CCOCC[n+]2c(C)n(CC)c3cc(Cl)c(Cl)cc32)c2cc(Cl)c(Cl)cc21	2%	-14%	4%	11%	0.1	28	-5%	i	-0.1%	11%
CCNc1nc(NCC)nc(N/N=C/c2ccc(OC)cc2)n1	-4%	0%	9%	·	2.4	52	·	i	-0.1%	-5%
CCOC(=O)c1cc2occc2n1CC(=O)NC1CCC(C)CC1 (stereo not drawn)	11%	7%	14%	11%	1.4	50	-2%	i	0.6%	11%
O=C(NCCc1ccccc1)c1ccccc1NC(=O)C1CCCO1 (stereo not drawn)	-4%	3%	-8%	3%	2.0	75	2%	i	-0.1%	4%
CC(=O)Nc1ccc2nc3ccccc3nc2c1	-17%	9%	16%	11%	0.0	58	23%	i	0.6%	3%
O=C(c1ccccc1)c1ccc(OCCCN2CCCCC2)cc1	1%	28%	1%	0%	0.4	93	1%	i	0.2%	-2%
CCOc1ccccc1N=Cc1c(O)c2ccccc2oc1=O	30%	-4%	6%	12%	2.0	60	12%	·	-0.2%	-16%	Dengue-2 NS5 capping pilot replicate=4.6
CCOc1ccccc1-n1nnnc1SC(C)C(=O)OC (stereo not drawn)	2%	4%	13%	4%	2.1	75	2%	i	-0.4%	9%
COc1ccc(C(=O)NC(=S)NCc2cccnc2)cc1Cl	-5%	-17%	9%	6%	-1.0	33	-3%	·	0.0%	-8%
O=C(NCC(=O)N(Cc1cccs1)C(C(=O)NC1CCCCC1)c1ccco1)c1ccco1 (stereo not drawn)	16%	37%	6%	7%	-1.2	50	2%	i	0.9%	-4%
COc1ccc(S(=O)(=O)N2CCN(Cc3ccc(Cl)cc3)CC2)cc1	7%	8%	23%	19%	-0.9	47	-3%	i	-0.1%	-4%
O=C(CSc1nc2ccccc2c(=O)n1CCCN1CCOCC1)Nc1ccc2c(c1)OCO2	-3%	-13%	-1%	12%	0.9	77	-12%	i	1.0%	-6%
CCOC(=O)c1c(NC(=S)Nc2ccccc2C)sc2c1CCC2	-1%	2%	7%	14%	10	77	-11%	i	0.1%	7%
CCN1C(=O)[C@H]2[C@@H](c3ccc(C)cc3)N3C(=O)N(c4ccc(C)cc4)C(=O)[C@@]3(C)[C@H]2C1=O	-4%	-1%	10%	2%	-0.5	97	-3%	·	-0.2%	4%
C=CCNC(=O)CCCC(=O)NCC=C	-5%	9%	0%	7%	-1.9	64	-3%	i	0.0%	5%
CCOc1ccc(NC(=O)N(C2CCCCCC2)C2CCN(C(C)=O)CC2)cc1	-11%	-9%	13%	11%	-0.5	36	3%	i	0.2%	9%
COc1ccc(CNC(=O)C2CCN(S(=O)(=O)N3CCCC3)CC2)cc1	8%	6%	5%	10%	0.7	49	-3%	·	-0.1%	22%
COc1ccc2c(c1)O/C(=C\c1ccccc1C)C2=O	18%	-2%	9%	5%	3.3	101	0%	·	0.0%	-2%
CC(CCN1C(N(C)C)=NC[C@@H]1C)c1ccccc1 (stereo partly drawn)	·	·	7%	9%	-4.0	87	-4%	·	·	·
CCOC(=O)Cn1cnc2c(nnn2Cc2ccc(Cl)cc2)c1=O	-3%	6%	5%	-1%	-0.7	50	6%	i	0.7%	26%
CCOc1cc(C(=O)NC(=S)Nn2cnnc2)cc(OCC)c1OCC	2%	3%	14%	10%	-0.8	42	-13%	i	-0.4%	-1%
COCCN(C(=S)Nc1c(C)cc(C)cc1C)C(C)c1cccs1 (stereo not drawn)	-14%	-2%	4%	0%	0.0	71	-9%	i	12%	10%
CN(CC(=O)Nc1cccc(F)c1)C(=O)Cn1c(=O)cnc2ccccc21	·	·	5%	2%	0.2	63	-7%	·	·	·
COc1cc(C(=O)N/C(=C\c2cn(C)c3ccccc23)C(=O)N2CCN(C)CC2)cc(OC)c1OC	3%	-5%	·	6%	0.0	72	-14%	·	-0.2%	-8%
COC(=O)c1ccccc1NC(=O)C1CC(=O)N(c2ccccc2)C1 (stereo not drawn)	-4%	-3%	-1%	-1%	-0.5	75	-1%	i	0.2%	-2%
CCOc1ccc(NC(=O)CN(C)C(=O)c2cccnc2Sc2ccc(Cl)cc2)cc1OCC	·	·	22%	6%	1.6	73	-4%	·	·	·
CCOC(=O)c1cnn(-c2cc(C)cc(C)c2)c1N	4%	-2%	6%	1%	-0.3	62	-4%	i	1.0%	6%
COc1cc(C2c3c(-c4ccccc4O)n[nH]c3C(=O)N2Cc2ccco2)cc(OC)c1OC (stereo not drawn)	1%	-1%	21%	10%	0.8	59	-3%	i	-0.1%	6%
COc1ccc(Cl)cc1NC(=S)NCc1ccccn1	-19%	-1%	26%	8%	2.0	72	-9%	i	-0.1%	-2%
N#CCc1ccc(Oc2ccc([N+](=O)[O-])cn2)cc1	4%	2%	0%	6%	-0.3	30	-8%	i	0.1%	1%
O=C1C2C3C=CC(C3)C2C(=O)N1CNc1ccccn1 (stereo not drawn)	1%	-8%	6%	10%	-1.0	45	4%	i	-0.2%	-6%
COc1ccc(/C=N/N=C2/SCC(=O)N2Cc2ccccc2)cc1	2%	-8%	24%	8%	5.1	54	-1%	i	6.9%	10%
CN(C)/C=C/C(=O)c1ccccc1	3%	0%	27%	2%	-1.5	51	-21%	i	0.1%	-12%
CCOC(=O)c1[nH]c(C)c(C(=O)N2CCc3c([nH]c4ccccc34)C2c2ccccn2)c1C (stereo not drawn)	2%	-10%	3%	7%	6.9	85	6%	i	-0.1%	2%
O=[N+]([O-])c1ccc(O)c(/C=N/Nc2ncnc3c2cnn3-c2ccccc2)c1	36%	-4%	2%	2%	24	86	5%	·	0.0%	12%
O=C(CS(=O)(=O)Cc1ccccc1)N1CCc2ccccc21	-1%	12%	0%	-2%	2.6	81	-6%	i	-0.1%	-3%
CN1C(=O)CSc2ccc(C(=O)O)cc21	-3%	-6%	-3%	5%	0.1	56	12%	i	-0.1%	2%

Next part (2 carried over from the part before).
SMILES	AID2073	GPR35 arrestin U2OS	SV40 large T antigen	Rac1 GTP hydrolysis	NTR1 agonist	NTR1 agonist cell count 20 µM	Dengue-2 NS5 capping	Yfh1-depleted yeast	GPR55 beta-arrestin	GPR55 LPI antagonism	others
O=C(CS(=O)(=O)Cc1ccccc1)N1CCc2ccccc21	-1%	12%	0%	-2%	2.6	81	-6%	i	-0.1%	-3%
CN1C(=O)CSc2ccc(C(=O)O)cc21	-3%	-6%	-3%	5%	0.1	56	12%	i	-0.1%	2%
C/C=C/C(=O)OCC(=O)Nc1cccc(Br)c1	9%	6%	5%	1%	0.0	56	-2%	i	-1.1%	9%
O=C(CNS(=O)(=O)c1cccs1)N1CCCCC1	-3%	-4%	4%	5%	-0.6	53	0%	·	0.9%	-1%
N=c1ccn2c(n1)O[C@H]1[C@@H](CO)[C@H](O)O[C@H]12	·	·	7%	-3%	-1.4	56	-9%	·	·	·
Cn1c(CCNC(=O)C2CCCCC2)nc2cc(NC(=O)c3cccs3)ccc21	5%	0%	0%	2%	·	·	-1%	i	1.3%	-2%
O=C1c2ccccc2C(=O)N1Cc1cc(-c2ccccc2)no1	0%	-22%	4%	5%	0.8	49	-6%	i	-0.4%	-8%
C=CCc1cc(Cl)ccc1OCCOCCNC(C)CC (stereo not drawn)	-4%	7%	9%	24%	-0.9	43	-8%	i	0.7%	-6%
C/C(=N/NC(=O)c1cc(C(C)C)[nH]n1)c1cccs1	8%	8%	6%	6%	-0.2	85	-8%	i	-0.1%	1%
Cc1cc(NC(=O)c2ccc(N3C(=O)C4C5C=CC(C5)C4C3=O)cc2)no1 (stereo not drawn)	0%	11%	23%	2%	2.4	72	0%	i	0.3%	-1%
CC1CCN(c2nc(NCc3ccco3)nc(N)c2[N+](=O)[O-])CC1	-4%	-5%	18%	12%	4.4	84	2%	i	-0.3%	-26%
O=c1cc2c(nn1Cc1c(Cl)cccc1Cl)-c1ccccc1CC2	1%	-10%	3%	7%	10	61	0%	i	-0.2%	10%
Cn1c(N)c(C(=O)COC(=O)CSc2ccc3ccccc3c2)c(=O)n(C)c1=O	-3%	-7%	5%	12%	1.4	80	0%	i	-0.3%	1%
O=C(CSc1nnc(Cc2ccccc2)o1)NCc1ccco1	-4%	-4%	6%	3%	2.5	81	-10%	i	0.2%	8%
Cc1ccc(C(=O)NCCc2nnc3ccc(NCCCN4CCOCC4)nn23)cc1	16%	-8%	0%	7%	0.3	81	7%	·	-0.1%	4%
CC(=O)c1cccc(NC(=O)c2cnn3ccccc23)c1	-7%	23%	13%	6%	2.8	49	-1%	i	-0.1%	2%
CCc1ccc(C2c3[nH]c4ccccc4c3CCN2C(=O)c2ccc(=O)n(C)n2)cc1 (stereo not drawn)	0%	8%	4%	3%	5.2	96	-5%	i	-0.2%	-4%
CCCc1nc2ccccc2c(=O)n1N	-2%	2%	8%	4%	0.0	50	-5%	i	-0.1%	0%
C/C(=N\NC(=O)c1cccc(S(=O)(=O)N2CCCC2)c1)c1ccccc1F	·	·	-3%	7%	0.8	39	1%	·	·	·
O=C1c2ccccc2C(=O)N1CCCC(=O)N1CCCc2ccccc21	-1%	-2%	15%	6%	-0.8	86	-10%	i	-0.1%	-4%
Cc1cccc(NC(=O)CSc2nnc(-c3cc(C)[nH]n3)n2N)c1	11%	-6%	17%	12%	0.9	75	-4%	·	-0.1%	2%

Compound activity: PubChem BioAssay, several laboratories
